High-throughput results (PubChem)
Pf Dd2 growth – blocks growth of Plasmodium falciparum Dd2 parasites; P. falciparum Dd2 growth, SYBR Green, 72 h; active compounds read low; AID 1159554; activity change, % at 10 µM; 94,000 compounds, 2.3% hits; in the data active = activity change below about -80%
GASC1 inh – KDM4C (human) demethylase inhibition; GST-KDM4C 2-372, H3K9me3 peptide, LANCE TR-FRET; inhibition, % at 12.5 µM; 96,000 compounds, 0.15% hits; AID 720574;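 active = mean replicate inhibition above about 25%, with at least 55% of replicates also reaching it, limit read from the data, passing the limit was not always enough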
Target sequence (Q9H3R0 2-372 limits assumed): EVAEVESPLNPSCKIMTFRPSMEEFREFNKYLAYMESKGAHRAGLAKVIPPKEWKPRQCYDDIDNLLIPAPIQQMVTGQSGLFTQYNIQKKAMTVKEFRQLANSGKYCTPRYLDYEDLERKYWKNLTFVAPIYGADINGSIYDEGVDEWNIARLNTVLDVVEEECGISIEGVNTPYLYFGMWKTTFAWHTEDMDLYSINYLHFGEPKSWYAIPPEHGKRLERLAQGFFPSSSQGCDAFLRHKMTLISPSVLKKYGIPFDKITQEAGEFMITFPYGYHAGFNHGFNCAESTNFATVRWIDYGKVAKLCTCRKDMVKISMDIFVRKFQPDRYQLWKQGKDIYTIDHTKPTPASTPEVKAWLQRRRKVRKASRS
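Compound: one test concentration per compound; Material: GST-GASC-1 enzyme fragment 2-372; Amount: GASC-1 enzyme at 10 nM final in reaction; Also added: H3K9me3 peptide substrate, Fe(II), 2-oxoglutarate; Technique: LANCE TR-FRET; Times: 30 min demethylation and 1 h detection at room temperature.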
C diff growth – inhibitors of Clostridium difficile growth. 86,000 compounds, 0.25% hits. growth activity, negative = inhibition, % at 16 µg/mL (by protocol). Clostridium difficile clinical isolate growth, OD600, 24 h; active compounds read low;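 active = mean growth activity at or below -80% and every replicate also at or below -80%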;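 also: 0% = DMSO wells and -100% = levofloxacin 16 µg/mL wells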
T cruzi growth – T. cruzi proliferation inhibition. T. cruzi beta-gal in NIH3T3, GalScreen luminescence, 90 h. AID 624255. 77,000 compounds, 5.9% hits. inhibition, % at 8.34 µM;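 active = mean inhibition above about 93%, with at least 55% of replicates each passing it, limit read from the data, passing the limit was not always enough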
Starred values were filed as active, the others as inactive; & = joins results of further samples; ! = repeats disagree. Rows were taken by chance, and some 7% of all compounds hit somewhere here.

Screening C[C@@H]1CN([C@H](C)CO)C(=O)Cc2cc(NC(=O)CCN3CCOCC3)ccc2O[C@@H]1CN(C)C(=O)Nc1ccccc1 returned Pf Dd2 growth 31, GASC1 inh -1.9, C diff growth 0 and T cruzi growth 16.
For C[C@H](CO)N1C[C@H](C)[C@H](CN(C)Cc2ccc3c(c2)OCO3)Oc2c(NS(=O)(=O)c3ccccc3)cccc2C1=O the results were Pf Dd2 growth -32, GASC1 inh 1.3, C diff growth 0 and T cruzi growth 12.
`O=C(C1CCCC1)N1CC2(C1)[C@H](c1ccccc1)[C@H](CO)N2C(=O)c1cccnc1` gave Pf Dd2 growth 15, GASC1 inh 0.3 and C diff growth 0.
C[C@@H]1CN([C@@H](C)CO)C(=O)Cc2cc(NC(=O)Cc3ccccc3)ccc2O[C@@H]1CN(C)S(=O)(=O)c1ccc(Cl)cc1 was read as Pf Dd2 growth -50, GASC1 inh -0.3, C diff growth 22 and T cruzi growth 9.
O=C1CCCn2cc(nn2)COC[C@@H](Cc2ccccc2)N1 was read as GASC1 inh -1.5 and C diff growth 3.
`CN1CCN(C(=O)C[C@@H]2CC[C@H]3[C@@H](COC[C@@H](O)CN3CC3CCCC3)O2)CC1` gave Pf Dd2 growth -3, GASC1 inh -1.2 and C diff growth 3.
For CCCC#Cc1ccc([C@@H]2[C@@H](CO)N3C(=O)CN(C(=O)NCCC)C[C@@H]23)cc1 the results were Pf Dd2 growth 32, GASC1 inh 0.8 and C diff growth -12.
CC(C)CC#Cc1ccc([C@@H]2[C@@H](CO)N3C(=O)CN(C(=O)CN4CCOCC4)C[C@H]23)cc1 was read as Pf Dd2 growth -12, GASC1 inh 1.4 and C diff growth -4.
For O=C(c1ccccn1)N1C[C@H]2[C@@H](c3ccccc31)[C@H](CO)N2C(=O)C1CC1 the results were Pf Dd2 growth 17, GASC1 inh -2.5, C diff growth -1 and T cruzi growth -6.
`CN1C[C@H](O)COC[C@H]2O[C@@H](CC(=O)NC3CCC3)CC[C@@H]21` gave Pf Dd2 growth -24, GASC1 inh 0.7, C diff growth 7&-1 and T cruzi growth 26.
COc1ccc(NC(=O)N(C)C[C@H]2OCCCC[C@@H](C)Oc3ccc(NS(=O)(=O)c4ccc(F)cc4)cc3C(=O)N([C@H](C)CO)C[C@@H]2C)cc1 was read as Pf Dd2 growth -23, GASC1 inh 1.0, C diff growth -16 and T cruzi growth -4.
Screening COc1ccccc1C(=O)Nc1ccc2c(c1)C(=O)N(C)C[C@H](OC)[C@H](C)CN(CC1CC1)[C@H](C)CO2 returned Pf Dd2 growth -8, GASC1 inh 0.0, C diff growth -1 and T cruzi growth 4.
COc1ccc(NC(=O)N(C)C[C@@H]2Oc3ccc(NC(=O)C4CCCCC4)cc3C(=O)N([C@@H](C)CO)C[C@@H]2C)cc1 was read as Pf Dd2 growth 57, GASC1 inh -0.9, C diff growth 2 and T cruzi growth 23.
Screening C[C@@H](NC(=O)C[C@H]1C=C[C@H](NC(=O)Cc2ccccn2)[C@H](CO)O1)c1ccccc1 returned Pf Dd2 growth -8, GASC1 inh 0.4, C diff growth -2 and T cruzi growth 48.
For C[C@@H]1CN([C@H](C)CO)C(=O)c2cc(NS(C)(=O)=O)ccc2O[C@@H](C)CCCCO[C@H]1CN(C)Cc1ccncc1 the results were GASC1 inh -1.2, C diff growth -2 and T cruzi growth 31.
`C[C@@H]1CN([C@H](C)CO)C(=O)c2cc(NC(=O)Cc3cn(C)c4ccccc34)ccc2O[C@H]1CN(C)C(=O)Nc1cccc2ccccc12` gave Pf Dd2 growth -41, GASC1 inh -4.2 and T cruzi growth 12.
`C[C@@H]1CN([C@H](C)CO)S(=O)(=O)c2ccc(/C=C/c3ccccc3)cc2O[C@@H]1CN(C)Cc1ccc(C(=O)O)cc1` gave Pf Dd2 growth -22, GASC1 inh -1.2, C diff growth -14 and T cruzi growth 52.
`C[C@H]1CN([C@@H](C)CO)C(=O)c2cc(C3=CCCCC3)cnc2O[C@@H]1CN(C)Cc1ccc(C(=O)O)cc1` gave Pf Dd2 growth -13, GASC1 inh 4.7 and C diff growth -10.
For CN1C(=O)c2cc(NS(=O)(=O)c3ccc(F)cc3)ccc2OC[C@@H]2O[C@@H](CC(=O)NCC(F)(F)F)CC[C@@H]21 the results were Pf Dd2 growth -20, GASC1 inh -1.7, C diff growth -3 and T cruzi growth 17.
For Fc1ccc(-c2ccc(C3[C@@H]4CN(Cc5ccccc5)C[C@H]3N4)cc2)cc1 (stereo partly specified) the results were Pf Dd2 growth -82*!, GASC1 inh 41*! and C diff growth -94*!.
`C[C@@H]1CCCCO[C@@H](CN(C)C(=O)C2CCCCC2)[C@H](C)CN([C@H](C)CO)C(=O)c2cc(NC(=O)c3ccccc3)ccc2O1` gave Pf Dd2 growth -11, GASC1 inh -1.1, C diff growth -10 and T cruzi growth 10.
`CN(C)C(=O)c1ccc(-c2ccc([C@H]3[C@@H](C#N)N[C@@H]3CO)cc2)cc1` gave Pf Dd2 growth -30, GASC1 inh 0.5, C diff growth -20 and T cruzi growth 36.
`Cc1ccc(-c2ccccc2[C@H]2[C@@H](CO)N(C(=O)NC3CCCC3)[C@H]2C#N)cc1` gave Pf Dd2 growth -11, GASC1 inh 0.0 and C diff growth 10.
Screening C[C@@H]1CN([C@@H](C)CO)C(=O)c2cc(NS(=O)(=O)c3cn(C)cn3)ccc2O[C@@H](C)CCCCO[C@@H]1CN(C)C(=O)Nc1ccccc1 returned Pf Dd2 growth 29, GASC1 inh -1.6, C diff growth 3 and T cruzi growth 40.
`C[C@@H]1CN([C@H](C)CO)C(=O)CCCn2cc(nn2)CO[C@H]1CN(C)S(=O)(=O)c1ccccc1C#N` gave Pf Dd2 growth 30, GASC1 inh -0.2 and C diff growth 8.
For O=C(c1ccc(F)cc1)N1CC(=O)N2[C@@H](CO)[C@H](c3ccc(C4=CCCC4)cc3)[C@@H]2C1 the results were Pf Dd2 growth 10, GASC1 inh 0.7 and C diff growth -3.
C[C@@H]1CCCCO[C@@H](CN(C)C(=O)C2CCCCC2)[C@H](C)CN([C@@H](C)CO)C(=O)c2cc(NC(=O)Nc3ccc4c(c3)OCO4)ccc2O1 was read as Pf Dd2 growth -4, GASC1 inh 0.5, C diff growth -2 and T cruzi growth 104.
Screening Cc1ccc(S(=O)(=O)Nc2ccc3c(c2)C(=O)N([C@H](C)CO)C[C@H](C)[C@@H](CN(C)C(=O)Nc2ccc(C(F)(F)F)cc2)OCCCC[C@H](C)O3)cc1 returned Pf Dd2 growth -50, GASC1 inh 0.9, C diff growth -3 and T cruzi growth 109*.
Screening C[C@@H]1CCCCO[C@@H](CN(C)Cc2ccc(Cl)c(Cl)c2)[C@@H](C)CN([C@H](C)CO)C(=O)c2cc(NC(=O)Nc3ccc(C(F)(F)F)cc3)ccc2O1 returned Pf Dd2 growth -8, GASC1 inh 16, C diff growth 19 and T cruzi growth 82.
Screening O=C(C[C@@H]1C[C@H]2c3cc(NS(=O)(=O)c4ccc(F)cc4)ccc3O[C@H]2[C@@H](CO)O1)NCc1ccccn1 returned Pf Dd2 growth 13, GASC1 inh 2.3 and C diff growth 0.
Screening CNC[C@H]1Oc2ccc(NC(=O)CCN3CCOCC3)cc2C(=O)N([C@@H](C)CO)C[C@H]1C returned Pf Dd2 growth 14, GASC1 inh -1.6, C diff growth -1 and T cruzi growth -5.
`O=S(=O)(NCC[C@H]1CC[C@H](NS(=O)(=O)c2cccc(Cl)c2)[C@@H](CO)O1)c1cccc(F)c1` gave Pf Dd2 growth -7, GASC1 inh -0.7, C diff growth 11 and T cruzi growth -18.
O=C(C[C@H]1CC[C@@H](NC(=O)NC2CCCC2)[C@H](CO)O1)NCc1ccc(F)cc1 was read as Pf Dd2 growth -1, GASC1 inh -0.7 and T cruzi growth -14.
For O=C(C[C@H]1CC[C@@H]2[C@H](COC[C@H](O)CN2Cc2ccc3c(c2)OCO3)O1)Nc1ccccc1 the results were Pf Dd2 growth -2, GASC1 inh 1.6, C diff growth -4 and T cruzi growth 50.
CNC[C@@H]1Oc2ccc(NS(=O)(=O)c3ccccc3)cc2C(=O)N([C@@H](C)CO)C[C@H]1C was read as Pf Dd2 growth 22, GASC1 inh 0.6 and C diff growth 6.
Screening CCCNC(=O)[C@H]1[C@H](CO)[C@H]2Cn3c(cccc3=O)[C@@H]1N2C(=O)C1CCC1 returned Pf Dd2 growth 22, GASC1 inh -1.6, C diff growth -1 and T cruzi growth 6.
`COc1ccccc1NC(=O)N[C@H]1CC[C@H](CCNS(=O)(=O)c2ccccc2)O[C@@H]1CO` gave Pf Dd2 growth -5, GASC1 inh -0.5 and T cruzi growth -26.
For C[C@H]1CN([C@@H](C)CO)C(=O)c2cc(NC(=O)CCN3CCOCC3)ccc2O[C@H]1CN(C)C(=O)Nc1ccc(C(F)(F)F)cc1 the results were Pf Dd2 growth 1, GASC1 inh -0.1, C diff growth -1 and T cruzi growth -192.
For N#C[C@H]1[C@@H](c2ccc(C#Cc3cccc(F)c3)cc2)[C@@H](CO)N1C(=O)C1CCC1 the results were Pf Dd2 growth -42, GASC1 inh -9.6 and C diff growth -2.
Screening C[C@@H]1CN([C@@H](C)CO)C(=O)c2cccc(NC(=O)C3CC3)c2O[C@@H]1CN(C)C(=O)Nc1ccccc1 returned Pf Dd2 growth -23, GASC1 inh -0.6, C diff growth 0 and T cruzi growth -26.
For C[C@@H]1CN([C@@H](C)CO)C(=O)c2cccc(NC(=O)Nc3ccc(C(F)(F)F)cc3)c2O[C@H]1CN(C)S(=O)(=O)c1cccs1 the results were Pf Dd2 growth -35, GASC1 inh -1.0, C diff growth 13 and T cruzi growth 99*.
C[C@@H]1CN([C@@H](C)CO)C(=O)Cc2cc(NC(=O)c3ccncc3)ccc2O[C@@H]1CN(C)C(=O)Nc1ccc(F)cc1 was read as Pf Dd2 growth 5, GASC1 inh -2.0, C diff growth -2 and T cruzi growth 20.
C[C@H]1CN([C@@H](C)CO)C(=O)c2cccc(NC(=O)C3CC3)c2O[C@H]1CN(C)C(=O)Nc1ccc(F)cc1 was read as Pf Dd2 growth 9, GASC1 inh -1.2, C diff growth 0 and T cruzi growth 65.
N#C[C@@H]1[C@@H](c2ccc(C#Cc3ccccc3F)cc2)[C@H](CO)N1C(=O)C1CCC1 was read as Pf Dd2 growth -44, GASC1 inh 0.6, C diff growth 9 and T cruzi growth 92.
Screening Cc1noc(C)c1NC(=O)Nc1ccc2c(c1)CC(=O)N([C@H](C)CO)C[C@@H](C)[C@H](CN(C)C(=O)Nc1ccc3c(c1)OCO3)O2 returned Pf Dd2 growth 34, GASC1 inh -0.8, C diff growth 2 and T cruzi growth 1.
CN1CCN(C(=O)C[C@H]2CC[C@@H]3[C@H](COC[C@H](O)CN3C(=O)C3CCCC3)O2)CC1 was read as Pf Dd2 growth 14, GASC1 inh -1.4 and T cruzi growth 4.
Screening CCCNC(=O)N1C[C@H](O)COC[C@@H]2O[C@H](CC(=O)NCc3ccc(Cl)c(Cl)c3)CC[C@H]21 returned Pf Dd2 growth 20, GASC1 inh -1.2, C diff growth -3&-18 and T cruzi growth 1.
`C[C@H]1CN([C@@H](C)CO)C(=O)c2cc(C#CC3CCCCC3)cnc2O[C@@H]1CN(C)C(=O)C1CCCCC1` gave Pf Dd2 growth -61, GASC1 inh -1.3, C diff growth 15 and T cruzi growth 58.
O=C(Nc1cc(F)ccc1F)N1[C@@H]2CNC[C@H]1C2c1ccc(/C=C/c2ccccc2)cc1 (stereo partly specified) was read as Pf Dd2 growth -51&12, GASC1 inh -2.1&-0.5 and C diff growth 29&-79.

Ordered by SMILES length (low to high): some entries from above
O=C(Nc1cc(F)ccc1F)N1[C@@H]2CNC[C@H]1C2c1ccc(/C=C/c2ccccc2)cc1 (stereo partly specified) was read as Pf Dd2 growth -51&12, GASC1 inh -2.1&-0.5 and C diff growth 29&-79.
N#C[C@@H]1[C@@H](c2ccc(C#Cc3ccccc3F)cc2)[C@H](CO)N1C(=O)C1CCC1 was read as Pf Dd2 growth -44, GASC1 inh 0.6, C diff growth 9 and T cruzi growth 92.
CN1CCN(C(=O)C[C@H]2CC[C@@H]3[C@H](COC[C@H](O)CN3C(=O)C3CCCC3)O2)CC1 was read as Pf Dd2 growth 14, GASC1 inh -1.4 and T cruzi growth 4.
Screening CCCNC(=O)N1C[C@H](O)COC[C@@H]2O[C@H](CC(=O)NCc3ccc(Cl)c(Cl)c3)CC[C@H]21 returned Pf Dd2 growth 20, GASC1 inh -1.2, C diff growth -3&-18 and T cruzi growth 1.
Screening C[C@@H]1CN([C@@H](C)CO)C(=O)c2cccc(NC(=O)C3CC3)c2O[C@@H]1CN(C)C(=O)Nc1ccccc1 returned Pf Dd2 growth -23, GASC1 inh -0.6, C diff growth 0 and T cruzi growth -26.
C[C@H]1CN([C@@H](C)CO)C(=O)c2cccc(NC(=O)C3CC3)c2O[C@H]1CN(C)C(=O)Nc1ccc(F)cc1 was read as Pf Dd2 growth 9, GASC1 inh -1.2, C diff growth 0 and T cruzi growth 65.
Screening Cc1noc(C)c1NC(=O)Nc1ccc2c(c1)CC(=O)N([C@H](C)CO)C[C@@H](C)[C@H](CN(C)C(=O)Nc1ccc3c(c1)OCO3)O2 returned Pf Dd2 growth 34, GASC1 inh -0.8, C diff growth 2 and T cruzi growth 1.
